# Compound activity as filed in PubChem BioAssay.
# Rv3671c inh = Rv3671c serine protease inhibitors, primary screen, biochemical, fluorescence polarization, M. tuberculosis H37Rv; inhibition, % at 5.96 µM; AID 2606, 2010; 320,000 tested, 0.048% active; P9WHR9; in the data active = inhibition above about 38%;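 note: extracellular domain of Rv3671c used as enzyme; 0% = enzyme with DMSO and 100% = no enzyme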
# GDH-TPI inh = GDH-TPI coupling enzyme inhibitors, primary screen, artefact control for M. tuberculosis FBA inhibitor project, biochemical, absorbance, full deck | inhibition, % at 4.8 µM | 360,000 tested, 1.2% active | GDH-TPI coupled enzyme counterscreen, NADH absorbance;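 note: 0% = DMSO wells and 100% = wells lacking the enzyme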
# Mtb BioA inh = M. tuberculosis BioA enzyme inhibitors, primary screen, biochemical, plate reader, single point, HTS; AID 602481, 2012; inhibition, % at 9.99 µM; 360,000 tested, 0.096% active; 7,8-diaminopelargonic acid synthase BioA (Mycobacterium tuberculosis); purified M. tuberculosis BioA enzyme; in the data active = inhibition above about 40%; inconclusive = no clear call, values can overlap the other calls
# FadD28 binding = inhibitors of FadD28 bisubstrate probe binding, primary screen, biochemical, fluorescence polarization, single point | AID 588549, 2011 | inhibition, % at 12.5 µM | Mycobacterium tuberculosis FadD28 fatty-acid-AMP ligase | 360,000 tested, 0.22% active; in the data active = inhibition above about 8.5%, passing the limit was not always enough; inconclusive = no clear call, values can overlap the other calls
# MazF activator = activators of E. coli MazEF toxin-antitoxin RNase, primary screen, biochemical, fluorescence, uHTS; 350,000 tested, 0.32% active; Endoribonuclease toxin MazF (Escherichia coli (strain K12)), P0AE70; activation, % at 20 µM; FAM/BHQ RNA-DNA oligo cleavage fluorescence, 5 h; in the data active = activation above about 50%
# Target sequence (P0AE70 whole entry, looked up): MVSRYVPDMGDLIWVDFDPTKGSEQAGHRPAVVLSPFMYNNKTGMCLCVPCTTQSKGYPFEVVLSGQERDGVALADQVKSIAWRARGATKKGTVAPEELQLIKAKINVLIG
# CCHF vOTU inh = CCHFV vOTU protease inhibitors, primary screen, biochemical, Pep-AMC substrate, fluorescence | 370,000 tested, 0.55% active | inhibition, % at 11.5 µM | Crimean-Congo hemorrhagic fever virus L polyprotein viral ovarian tumor (vOTU) protease … | AID 651958, 2012; note: 0% = vehicle wells with enzyme and 100% = no enzyme wells
# Mtb UGM inh = M. tuberculosis UGM enzyme inhibitors, primary screen, biochemical, fluorescence polarization, single point. UDP-galactopyranose mutase (Mycobacterium tuberculosis (strain ATCC 25618 / H37Rv)), …. purified UGM, fluorescence polarization probe displacement. inhibition, % at 10 µM. 320,000 tested, 0.06% active. AID 504406, 2011; in the data active = inhibition above about 10%, passing the limit was not always enough; inconclusive = no clear call, values can overlap the other calls
# Target sequence (P9WIQ1 whole entry, looked up): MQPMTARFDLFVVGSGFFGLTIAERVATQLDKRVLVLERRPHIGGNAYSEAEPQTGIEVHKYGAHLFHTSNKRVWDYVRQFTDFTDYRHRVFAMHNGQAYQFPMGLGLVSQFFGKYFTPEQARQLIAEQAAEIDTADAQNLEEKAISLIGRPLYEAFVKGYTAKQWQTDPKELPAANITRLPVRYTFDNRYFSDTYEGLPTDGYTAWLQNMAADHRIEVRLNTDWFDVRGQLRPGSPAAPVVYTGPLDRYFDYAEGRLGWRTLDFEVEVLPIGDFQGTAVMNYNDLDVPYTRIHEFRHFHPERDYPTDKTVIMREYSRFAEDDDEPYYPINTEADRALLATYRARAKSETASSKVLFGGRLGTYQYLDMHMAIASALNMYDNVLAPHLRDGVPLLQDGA
# FBA Mtb inh = Mtb FBA enzyme inhibitors, primary screen, biochemical, fluorescence, strain H37Rv | Fructose-bisphosphate aldolase (Mycobacterium tuberculosis (strain ATCC 25618 / H37Rv)), … | purified M. tuberculosis FBA, fluorescence read-out | inhibition, % at 1 µM | 360,000 tested, 2.3% active; in the data active = inhibition above about 27%;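 note: 0% = vehicle and 100% = reference inhibitor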
# Target sequence (P9WQA3 whole entry, looked up): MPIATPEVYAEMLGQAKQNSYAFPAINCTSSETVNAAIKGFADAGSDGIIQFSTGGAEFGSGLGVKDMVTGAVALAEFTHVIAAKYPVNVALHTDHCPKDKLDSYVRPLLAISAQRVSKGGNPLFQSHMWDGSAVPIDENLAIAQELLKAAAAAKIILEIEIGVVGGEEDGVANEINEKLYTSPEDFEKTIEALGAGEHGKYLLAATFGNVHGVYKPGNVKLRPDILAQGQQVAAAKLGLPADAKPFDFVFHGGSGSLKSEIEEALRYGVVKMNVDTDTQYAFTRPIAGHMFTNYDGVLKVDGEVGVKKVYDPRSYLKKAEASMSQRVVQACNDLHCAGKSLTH
# BoNT F protease = BoNT/F light chain protease inhibitors, primary screen, biochemical, flow cytometry, MLPCN library. Multiplex microsphere protease cleavage assay. inhibition, % at 10 µM. 360,000 tested, 0.22% active. AID 588497, 2011; in the data active = inhibition above about 35%, passing the limit was not always enough; inconclusive = no clear call, values can overlap the other calls; note: plate controls were buffer without enzyme for full effect and enzyme alone for no effect
# DUSP3 inh = VHR1 phosphatase inhibitors, primary screen, biochemical, absorbance, uHTS | recombinant VHR phosphatase, pNPP absorbance | 290,000 tested, 0.52% active | inhibition, % at 13.3 µM; in the data active = inhibition above about 50%; note: some compounds called inactive have numbers as strong as hits
# Target sequence (P51452 whole entry, looked up): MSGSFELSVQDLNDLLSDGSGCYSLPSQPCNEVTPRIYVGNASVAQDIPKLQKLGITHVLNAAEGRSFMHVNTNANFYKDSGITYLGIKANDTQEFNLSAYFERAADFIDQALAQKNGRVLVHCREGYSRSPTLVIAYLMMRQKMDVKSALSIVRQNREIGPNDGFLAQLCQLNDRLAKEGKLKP
# Starred values were filed as active, the others as inactive; ? = inconclusive; . = not tested or not shown; + = active, no number. Cut-off read from the data, not from the text of the source, unless noted: active = inhibition above about 30%; inactive = the rest.
SMILES,Rv3671c inh,GDH-TPI inh,Mtb BioA inh,FadD28 binding,MazF activator,CCHF vOTU inh,Mtb UGM inh,FBA Mtb inh,BoNT F protease,DUSP3 inh
O=c1c(F)cn(C2CCCO2)c(=O)n1Cc1c(F)cccc1Cl (stereo not drawn),-4.2,6.5,1.3,-2.9,-8.0,-2.7,-3.4,-0.6,19.2,-7.3
Cc1nc2cc(Cl)c(Cl)cc2nc1C,-3.5,-10.1,-0.5,-5.7,1.4,-1.3,-0.6,-2.1,-5.9,1.4
O=C(COc1ccc(Cl)cc1Cl)NC(=O)c1ccccc1,1.5,10.2,-0.8,-0.6,-27.5,-6.5,-0.1,2.3,-2.5,2.5
Cc1cccc(NC(=O)C2CCCN2S(=O)(=O)c2ccc(Cl)cc2)n1 (stereo not drawn),-6.0,-3.8,0.4,-3.5,3.6,-4.7,-1.1,1.5,-1.8,27.9
CCOC(=O)NC(=O)COC(=O)c1ccc(Sc2ncn[nH]2)c([N+](=O)[O-])c1,-1.3,6.9,.,-1.4,6.0,4.3,1.4,-4.6,-0.8,-3.7
Cc1ccc2oc(=O)c3cnn(CC(=O)Nc4cc(-c5cccc(F)c5)no4)c3c2c1,-0.1,9.3,-1.1,-4.8,-4.0,-5.9,1.5,-0.9,4.1,11.4
Cc1c(Cl)cccc1NC(=S)N1CCN(S(=O)(=O)c2cccs2)CC1,2.6,7.3,.,-1.2,4.1,4.2,-2.3,0.0,-3.9,-2.7
N#CCC(=O)Nc1ccc(C(=O)OCC(=O)N2CCN(C(=O)c3ccco3)CC2)cc1,-3.3,3.9,-1.4,-0.6,-5.8,-15.6,3.6,2.8,0.5,.
COc1ccc(-c2nc(C)ncc2-c2ccc(Cl)cc2)c(O)c1,-14.1,13.0,-3.4,0.7,8.5,-11.2,-1.1,6.5,3.7,19.7
COC(=O)c1ccc(CN2C(=O)C(C)ON=C2c2ncccc2C)o1 (stereo not drawn),.,1.4,-1.0,-0.4,.,-2.2,.,4.4,-0.1,.
CN(CC(=O)Nc1cccc(F)c1)C(=O)/C=C/c1cc(Br)ccc1OC(F)F,-22.8,3.2,5.0,-4.7,-2.5,-2.8,5.0,-4.5,-9.9,.
CC1CCCC2(C1)NC(=S)N(c1ccccc1)N2 (stereo not drawn),5.6,-4.2,1.6,-2.0,15.2,-8.7,-1.4,0.2,-9.0,13.2
O=C(CC1C(=O)NCCN1CC(c1ccccc1)c1ccccc1)NCC1CCOCC1 (stereo not drawn),4.3,4.7,0.4,-1.5,-11.1,-7.2,-1.6,1.9,-7.2,-10.7
O=C(/C=C/c1ccc(-c2ccccc2[N+](=O)[O-])o1)c1ccccc1,-1.5,12.1,-0.4,-0.5,-1.0,8.6,0.9,1.2,0.2,-11.3
Cc1ccc(S(=O)(=O)c2nc(-c3ccccc3)oc2N2CCCC2)cc1,-8.8,2.8,1.6,-3.6,0.9,-0.8,.,-1.5,5.6,.
COc1ccc(C2NC(=O)NC(C)=C2[N+](=O)[O-])cc1 (stereo not drawn),-7.7,22.9,4.8,-3.6,3.7,4.8,-2.3,-1.6,?,-3.8
CCCn1nnc(NC(=O)c2cccc(OCC(C)C)c2)n1,-2.7,1.9,-11.9,-2.8,3.8,9.9,5.1,-0.7,16.6,4.3
Cc1cc(C(F)F)n2nc(C(=O)Nc3cccc(S(=O)(=O)N4CCOCC4)c3)nc2n1,-1.7,-1.4,0.7,-0.4,-1.3,2.0,0.0,1.2,-13.3,6.2
NS(=O)(=O)c1ccc(CCNC(=O)c2ccc(Cl)s2)cc1,3.1,5.2,0.2,-0.7,-1.7,17.2,-3.9,1.9,6.7,10.5
Cc1[nH]n(-c2ccccc2)c(=O)c1N=Nc1ccccc1,0.9,-0.6,.,-2.4,-0.1,8.3,0.6,-1.6,-9.3,9.1
COc1ccc(C(=O)Nc2cccc(/C(C)=N/NC(=O)c3ccc([N+](=O)[O-])c(C)c3)c2)cc1OC,-1.1,4.3,3.7,-3.4,4.0,0.1,-0.1,4.1,?,-20.3
Cc1ccc(CC(=O)Nc2cc(C)ccn2)cc1,2.5,-1.7,-0.9,-1.5,-8.6,-1.2,0.0,2.7,.,20.7
COc1ccccc1CNC(=O)Cc1cc(=O)[nH]c(=O)[nH]1,0.1,9.3,-2.6,-1.5,1.4,-1.2,2.1,3.0,-2.7,-7.3
COc1ccc(S(=O)(=O)N2c3ccccc3OCC2C(C)(C)C)cc1 (stereo not drawn),-4.3,6.2,.,-1.6,6.9,-4.2,-0.6,1.0,3.4,20.6
CCc1nc(SCc2cccnc2)c(C#N)cc1C,-8.0,1.2,10.2,-5.1,-3.8,-9.2,-3.1,2.7,1.7,13.4
CCN(CC)c1ccc2cc(C(=O)Nc3ccccn3)c(=O)oc2c1,-0.9,1.3,-1.5,-0.2,+,-12.6,?,1.5,3.2,-13.2
Cc1cc(C)c2nc(N3CCCN(C(=O)c4cnccn4)CC3)c(C#N)cc2c1,-3.7,0.3,-0.2,-3.2,4.1,-0.7,1.0,5.6,-3.4,0.3
CN(Cc1cnc2nc(N)nc(N)c2n1)c1ccc(C(=O)NC(CCC(=O)O)C(=O)O)cc1C(F)(F)F (stereo not drawn),.,20.7,.,-4.8,3.9,-12.4,.,33.1*,2.3,.
O=C(NC1CCCc2ccccc21)c1ccccc1Cl (stereo not drawn),-10.9,-2.8,-0.5,0.4,5.4,-3.1,-0.8,-3.3,-2.2,-2.7
Cc1cc(C)n(-c2ccccc2C#N)n1,4.4,10.2,-2.0,-5.0,8.2,-4.0,4.0,1.3,?,-6.7
COc1cc(/C=C2\CCCc3c2nc2ccccc2c3C(=O)O)cc(Cl)c1O,-0.7,18.6,-2.0,7.3,1.6,4.4,-2.8,-7.0,0.5,2.2
Cc1ccccc1NC(=O)/C(=C/c1cccs1)NC(=O)c1ccco1,0.4,25.0,.,-0.1,9.2,-12.4,-0.1,0.9,2.9,-12.5
CC(C)(C)OC(=O)C(C1NC(C(=O)O)C(C)(C)S1)N1C(=O)c2ccccc2C1=O (stereo not drawn),.,4.7,-0.7,-1.4,0.9,-5.5,.,-1.9,3.3,.
Cn1c(N)c(S(=O)(=O)N2CCN(c3ccccc3)CC2)c(=O)n(C)c1=O,-0.8,-1.3,.,-2.3,-6.6,-1.5,-2.1,0.7,-5.5,-3.1
CCCn1nnc(NC(=S)NC(=O)/C=C/c2ccc(Cl)cc2)n1,-11.2,-7.7,-2.1,-0.4,-5.0,-6.4,2.3,1.8,17.4,0.4
O=C(NCCO)/C(=C\c1ccc(Br)cc1)NC(=O)c1cccs1,0.9,10.3,.,-1.4,6.9,-0.9,-4.6,-0.4,-25.6,25.6
COc1ccccc1CCC(=O)N1CCC(n2nccc2NC(=O)CC(C)C)CC1,-7.9,1.7,0.2,-2.4,2.5,13.5,-1.5,2.3,-5.1,-11.2
Cc1nnnn1/C(=C\c1ccccc1)C(=O)OCC(=O)NC(C)(C)C,1.9,9.9,-1.6,-1.9,-7.9,-7.2,.,0.5,6.8,21.2
O=C(COn1nnc2ccc(Cl)cc21)NC12CC3CC(CC(C3)C1)C2,-0.3,4.3,.,0.0,5.3,-9.4,-0.6,6.1,-8.4,7.6
Cc1c(NC(=O)Nc2ccccc2)c(=O)n(-c2ccccc2)n1C,.,-5.6,-0.1,-3.5,12.1,10.1,-1.5,0.1,10.1,20.7
CC(NC(=O)CNC(=O)c1sc2ccccc2c1Cl)c1cccnc1 (stereo not drawn),-8.6,-8.0,-1.1,-4.8,-0.6,14.3,1.3,-4.4,1.5,17.1
CCOc1ccccc1/C=N/NC(=O)c1nnn(-c2nonc2N)c1CN1CCCC1,-5.5,16.0,-2.4,0.4,5.0,6.3,-0.3,0.9,4.0,15.0
Cc1ccc2c(c1)c1ncnc(N3CCOCC3)c1n2C,11.9,10.3,4.9,-3.1,9.5,-131.0,1.0,126.0*,8.9,17.6
O=C(Nc1ccc(Cl)cc1C(=O)NCC1CCCO1)c1ccco1 (stereo not drawn),0.5,10.7,-1.5,-0.8,-3.8,-5.9,4.0,4.5,-3.2,17.8
CCOC(=O)N1CCN(C(=O)COc2ccc3c(c2)C(=O)CC2(CCN(C(C)=O)CC2)O3)CC1,1.2,9.6,-0.7,0.5,-5.3,-103.9,2.6,63.4*,1.2,18.0
CCOc1ccc(Cl)cc1S(=O)(=O)NC1CCCC1,10.3,-3.8,1.8,-1.8,-1.6,-4.9,-1.0,-0.2,-9.6,16.3
CCn1c2ccccc2c2cc(NC(=O)CSc3nnc(-c4cccc(F)c4)o3)ccc21,8.6,4.4,0.0,-0.3,1.2,16.2,-0.7,-2.1,-1.4,-23.4
CCOC(=O)CSc1nnnn1-c1cc(OC)ccc1OC,-0.5,4.6,-0.2,-0.2,1.4,12.2,-0.4,-1.9,-0.5,0.3
O=C(Nc1ccsc1C(=O)O)c1cccc(C(F)(F)F)c1,2.0,-11.0,.,-6.2,15.6,-0.9,3.3,-2.0,-4.9,-6.2
O=C(Cc1ccc(Cl)cc1)NNc1c(F)c(F)cc(F)c1F,-3.2,-0.7,.,-1.9,-13.7,-8.0,-1.2,-0.1,18.4,2.6
COc1ccc2c(c1)C1NC(=S)NC(C)(O2)C1C(=O)Nc1ccc(Cl)cc1 (stereo not drawn),-4.0,3.3,.,0.6,2.6,-2.5,-1.7,-3.2,-4.8,29.9
COc1ccc(N(C2=NCCCS2)S(=O)(=O)c2ccc(C(C)(C)C)cc2)cc1,3.7,-0.6,0.0,-0.1,-1.5,7.8,3.5,-1.4,1.0,22.0
CC(OC(=O)c1nn(C(C)C)c(=O)c2ccccc12)C(=O)Nc1ncc(Cl)cc1Cl (stereo not drawn),-9.4,-3.7,-1.1,1.7,-10.9,-0.5,.,-2.8,-5.6,59.9*
Cc1ccc(S(=O)(=O)N2CCN(C(=O)c3n[nH]c(=O)c4ccccc34)CC2)c(C)c1,0.9,2.5,11.2,-1.6,-5.0,12.5,1.2,4.5,?,.
Cc1cc(C)n(-c2nc(-c3ccc(Cl)cc3)cs2)n1,-3.2,8.8,-3.4,0.3,-1.5,9.2,0.6,25.3,-14.2,15.6
CCCCCc1c(C)nc(N2CCc3ccccc32)[nH]c1=O,.,10.4,.,0.7,2.2,28.6,.,2.0,1.7,52.9*

# By substructure, the entries above containing a nitro group on carbon
SMILES,Rv3671c inh,GDH-TPI inh,Mtb BioA inh,FadD28 binding,MazF activator,CCHF vOTU inh,Mtb UGM inh,FBA Mtb inh,BoNT F protease,DUSP3 inh
CCOC(=O)NC(=O)COC(=O)c1ccc(Sc2ncn[nH]2)c([N+](=O)[O-])c1,-1.3,6.9,.,-1.4,6.0,4.3,1.4,-4.6,-0.8,-3.7
O=C(/C=C/c1ccc(-c2ccccc2[N+](=O)[O-])o1)c1ccccc1,-1.5,12.1,-0.4,-0.5,-1.0,8.6,0.9,1.2,0.2,-11.3
COc1ccc(C2NC(=O)NC(C)=C2[N+](=O)[O-])cc1 (stereo not drawn),-7.7,22.9,4.8,-3.6,3.7,4.8,-2.3,-1.6,?,-3.8
COc1ccc(C(=O)Nc2cccc(/C(C)=N/NC(=O)c3ccc([N+](=O)[O-])c(C)c3)c2)cc1OC,-1.1,4.3,3.7,-3.4,4.0,0.1,-0.1,4.1,?,-20.3

# Rows are unselected; any-hit rate near 4.9%.
